# aSyn yeast rescue: alpha-synuclein toxicity suppression in yeast; AID 1347070; Potency, µM (doses to about 46.1 µM), for inactives: top-dose growth rescue (activation), usual class: activators; hit rate 0.02% among 94,000; S. cerevisiae alpha-synuclein toxicity rescue, BacTiter-Glo growth, 24 h; active = well fitted activation curve with a large enough effect; inconclusive = small, poorly fitted or top-dose-only effect; note: 0% is about no effect
#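 Growth restoration measured by BacTiter-Glo luminescence after 24 hr at 30 deg C; alpha-synuclein yeast, raffinose-pregrown to mid-log, were added at OD600=0.02 in galactose medium onto pinned compounds.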
# Numbers without * were called inactive; ? = inconclusive. Potency is the fitted concentration of half-maximal effect.
molecule | aSyn yeast rescue
CN(C)C(=O)/C(=C/c1cn(-c2ccccc2)nc1-c1cccc([N+](=O)[O-])c1)NC(=O)c1ccccc1 | -1%
CCN(CC)c1ccc(C(=O)NCc2nc3cccnc3n2Cc2ccc(C)cc2)cc1 | -6%
Cc1c(S(=O)(=O)N2CCC(C)CC2)c(=O)n(C)c(=O)n1C | 2%
CCOc1ccc(OCCCC(=O)NNC(=O)c2ccncc2)cc1 | 2%
COCCN(C(=S)Nc1ccc(C)c(C)c1)C(C)c1ccco1 (configuration not stated) | 4%
COc1cc(C(=O)NCC(c2cccnc2)N2CCc3ccccc32)cc(OC)c1OC (configuration not stated) | 7%
COc1ccc(S(=O)(=O)N(CC(=O)NCc2ccc(C)cc2)c2ccc(Cl)cc2)cc1 | 4%
Cc1ccc(N2CC(NC(=O)c3ccco3)CC2=O)cc1C (configuration not stated) | 0%

# Later entries
molecule | aSyn yeast rescue
CN(CCOc1ccccc1)C(=S)Nc1ccc(OC(F)F)cc1 | -3%
O=C(O)CC1c2ccccc2CCN1S(=O)(=O)c1ccc(F)cc1 (configuration not stated) | 6%
CCOc1ccccc1NC(=O)CSc1cn[nH]n1 | -8%
CCOc1ccc(S(=O)(=O)N(CC)CC(=O)NCc2ccncc2)cc1 | 0%
CCc1ccc(NC(=O)c2ccc(F)c(S(=O)(=O)NC3CCCCCC3)c2)cc1 | 2%
CCCCCCn1c(=O)n2n(c1=O)[C@@H]1CN(S(=O)(=O)c3ccc(C)cc3)C[C@]1(O)[C@@H](OC(=O)Nc1cccs1)C2 | -5%
COc1ccccc1C1CCN(c2ccc(CO)cc2[N+](=O)[O-])CC1 | 21%
O=C(COc1ccccc1)Nc1nnc(S(=O)(=O)N2CCCCCC2)s1 | -8%

# Brought forward from above: 2 compounds, followed by the next part.
molecule | aSyn yeast rescue
COc1ccccc1C1CCN(c2ccc(CO)cc2[N+](=O)[O-])CC1 | 21%
O=C(COc1ccccc1)Nc1nnc(S(=O)(=O)N2CCCCCC2)s1 | -8%
CCc1cccc(C)c1NC(=O)COC(=O)Cc1ccccc1 | 2%
CN(C(=O)Cn1c(Cl)nc2c1c(=O)n(C)c(=O)n2C)C1CCS(=O)(=O)C1 (configuration not stated) | -7%
C=C(C)CN(CC)C(=O)CN1C(=O)NC(C)(c2ccc3ccccc3c2)C1=O (configuration not stated) | 5%
COc1ccc(-n2nc(C(=O)N3CCN(c4ccccc4OC)CC3)c3c4ccccc4n(C)c3c2=O)cc1 | -1%
O=C(NCCC(=O)N1CCN(c2ccccn2)CC1)c1ccc(Br)cc1 | 11%
CCN1C(=O)C(CC(=O)Nc2ccccc2)N(Cc2ccccn2)C1=S (configuration not stated) | 10%
COc1ccc(C(=O)N/C(=C\c2cn(S(=O)(=O)N(C)C)c3ccccc23)C(=O)NCCCn2ccnc2)cc1 | 4%
Cc1ccc(-n2nc3c(N4CCC(C(=O)N5CCCCC5)CC4)nnc(C)c3c2C)cc1 | -1%

# Other records:
molecule | aSyn yeast rescue
NC1=NC(=O)C(Cc2cccc(Cl)c2)S1 (configuration not stated) | 1%
CC(=O)N1CCc2[nH]c3ccc(C)cc3c2C1 | -2%
CC(=O)c1cccc(NC(=O)C(C)OC(=O)c2ccc(-n3cnnn3)cc2)c1 (configuration not stated) | -2%
COc1ccc2c(c1)CCc1c(C(=O)Nc3ccc(F)c(Cl)c3)noc1-2 | -9%
C=CCN(c1ccccc1)S(=O)(=O)c1ccc(Cl)c(C(=O)OCC(=O)c2[nH]c(C)c(C(C)=O)c2C)c1 | 4%
Cc1ccc(NC(=O)c2c(C)oc3ccc(O)c(CN4CCN(Cc5ccccc5)CC4)c23)cc1 | -1%
Fc1ccc(C(NCCc2ccc(Cl)cc2)c2nnc(-c3ccccc3)o2)c(Cl)c1 (configuration not stated) | 1%
Cc1ccc(OCC(=O)NNC(=O)C2CCN(c3ncnc4sc(C)c(C)c34)CC2)cc1 | -8%

# Exported field by field: part of the list above.
Fc1ccc(C(NCCc2ccc(Cl)cc2)c2nnc(-c3ccccc3)o2)c(Cl)c1 (configuration not stated)
  aSyn yeast rescue: 1%
COc1ccc2c(c1)CCc1c(C(=O)Nc3ccc(F)c(Cl)c3)noc1-2
  aSyn yeast rescue: -9%

# (continued)
molecule | aSyn yeast rescue
COc1cc(/C=N/Nc2ccccn2)ccc1O | -9%
CCN(CC)c1ccc(NC(=O)CN2CCN(S(=O)(=O)c3ccc(C(C)C)cc3)CC2)cc1 | 9%
CCOC(=O)c1ccc(N(CC(=O)NC2CCCCC2)C(=O)CNC(=O)c2ccco2)cc1 | 13%
CCc1c(C)sc2c1CCN(Cc1ccc(C#N)cc1)C2c1ccccc1 (configuration not stated) | 4%
CCC(Oc1ccccc1)C(=O)Nc1ccc(OCc2cc(=O)n3ccc(C)cc3n2)cc1 (configuration not stated) | -5%
CC(C)Cn1c(=O)c2ccccc2n2c(CCC(=O)NCc3ccc(Cl)cc3)nnc12 | -4%
CCc1ccc(-n2c(=O)c3c(C)c(C(=O)N(C)C)sc3n(Cc3cccc(C)c3)c2=O)cc1 | -5%
COc1ccc(-c2cc3nc(C4CCN(C(=O)OC(C)(C)C)CC4)c(C(=O)Nc4cc(C)cc(C)c4)cn3n2)cc1 | 2%

# (listing goes on)
molecule | aSyn yeast rescue
CSc1nnc(C)c(=O)n1COC(=O)COc1ccccc1F | -8%
CSc1cccc(NC(=S)NCCCO)c1 | -1%
Cc1cccc(N(CC(=O)N/N=C/c2ccccc2C(=O)O)S(C)(=O)=O)c1C | 2%
CC1=C(c2ccc(C)c(C)c2)S(=O)(=O)N=C1N1CCC(C(=O)NC(C)c2ccccc2)CC1 (configuration not stated) | 4%
CN1C(=O)c2ccccc2Sc2ccc(NC(=O)Nc3ccccc3F)cc21 | -5%
CCc1noc(C)c1C(=O)OCC(=O)N(C)c1c(N)n(Cc2ccccc2)c(=O)[nH]c1=O | -14%
Cn1c(=O)c2c(SCc3ccccn3)nc(C3CC3)nc2n(C)c1=O | 3%
COc1ccc(NC(=O)CSc2ccc3nc(-c4ccccc4)cn3n2)cc1OC | -1%

# Following part:
molecule | aSyn yeast rescue
N#Cc1ccccc1Cn1c(SCC(=O)NCc2ccccc2)nc2ccccc21 | -4%
CC1(c2cccc(N)c2)OCCO1 | -10%
O=c1[nH]c(=O)n(Cc2ccccc2)c2nc(-c3cccs3)n(CCO)c12 | 1%
CC(C)(C)C1CCc2c(sc(NC(=O)c3cc(C4CC4)on3)c2C#N)C1 (configuration not stated) | -7%
O=C(/C=C/c1ccco1)Nc1ccc(F)cc1 | 2%
COc1ccc2c(c1)c1c(c(=O)n(Cc3ccccc3)c(=O)n1Cc1ccccc1Cl)n2C | -1%
CCN(CC(=O)Nc1ccc2c(c1)OCCO2)C(=O)C(C)Oc1ccc(Cl)cc1 (configuration not stated) | 9%
O=C(c1ccco1)N1CCC(c2nc3c(nnn3Cc3ccc(F)cc3)c(=O)[nH]2)CC1 | 3%

# New compounds follow:
molecule | aSyn yeast rescue
Cn1c2c(c(=O)n(C)c1=O)C(c1ccccc1C(F)(F)F)CC(=O)N2 (configuration not stated) | -11%
O=C(Nc1c(Cl)cccc1Cl)C1CCN(C(=O)c2cccs2)CC1 | -5%
COc1ccc(S(=O)(=O)N(C)C[C@@H]2Oc3cc(Br)ccc3S(=O)(=O)N([C@H](C)CO)C[C@@H]2C)cc1 | -7%
Cc1ccc(CCNC(=O)CCS(=O)(=O)c2ccc3c(c2)oc(=O)n3C)cc1 | -2%
CCn1c(C(=O)N2CCCC(C(=O)N3CCN(c4cc(C)ccc4C)CC3)C2)cc2sccc21 (configuration not stated) | -9%
CC(NS(=O)(=O)c1ccc(Cl)cc1)C(=O)N1CCOCC1 (configuration not stated) | -9%
O=C(CCc1[nH]c2ccccc2c1Sc1ccccc1)N(CCO)CCO | -1%
COc1ccccc1Nc1nn2c(=O)c3ccc(C(=O)NCCc4ccccc4)cc3nc2s1 | -14%

# (cont.)
molecule | aSyn yeast rescue
COc1ccc(NC(=O)C2CC3CCC2C3)c(OC)c1 (configuration not stated) | -4%
O=C1CCCN1c1ccc(C(=O)N(Cc2nnc(-c3ccccc3Cl)o2)C2CC2)cc1 | -8%
Cc1ccc(OCC(=O)NCCNC(=O)c2cnccn2)cc1C | 8%
CCn1c(SC)nc2c([nH]c3ccccc32)c1=O | -3%
COc1ccc(-n2c(=O)c3ccccc3n(CC(=O)NC3CCCCC3)c2=O)cc1OC | 1%
COc1ccc(CCNC(=O)C2CCN(c3ncnc4c3nc3n4CCCCC3)CC2)c(OC)c1 | -3%
CCc1ccc(CNC(=O)c2cc3ccccn3n2)cc1 | -3%
Cc1ccc(S(=O)(=O)N2CCN(C(=O)COC(=O)CNC(=O)c3ccc(Cl)cc3Cl)CC2)cc1 | -6%

# More entries
molecule | aSyn yeast rescue
COc1ccccc1NC(=O)CSc1oc(-c2ccc(F)cc2)nc1S(=O)(=O)c1ccc(Br)cc1 | 5%
O=C(CSCn1nnc2c(=O)[nH]c(Cc3ccc(F)cc3)nc21)Nc1cccc(C(F)(F)F)c1 | -4%
Cc1cc(C)n(CCc2nc3c4ccccc4nc(SCc4ccc(F)cc4)n3n2)n1 | 7%
COc1ccc(OC)c(NC(=O)C2CCCN(S(=O)(=O)c3ccc(-n4cnnn4)cc3)C2)c1 (configuration not stated) | 8%
O=c1[nH]c(SCc2ccccc2)nc2ccsc12 | 14%
Cc1ccccc1-c1n[nH]nc1C1=CC(=O)C[C@H](c2ccc(F)cc2)C1 | 5%
NNC(=O)C1CCN(S(=O)(=O)c2ccc(Cl)cc2)CC1 | 6%
O=C(Cc1cccs1)N/N=C/C=C\c1ccccc1[N+](=O)[O-] | 6%

# Other structures follow:
molecule | aSyn yeast rescue
COc1ccccc1NC(=O)c1nnn(-c2ccc(F)cc2)c1C | -2%
COc1cc2c(cc1OC)CN(CC(=O)Nc1ccccc1C(=O)NCc1ccccc1)CC2 | -3%
Cc1ccc(CNC(=O)c2c(O)nc3c(C)cccn3c2=O)cc1 | -17%
COCCOC(=O)c1c(C)oc2c1cc(NS(=O)(=O)c1ccc(Cl)c(C)c1)c1ccccc12 | 7%
CCOc1ccc(S(=O)(=O)NCCc2csc(-c3ccc(Cl)cc3)n2)cc1 | ?
O=C(c1ccccc1)c1c[nH]c(C(=O)NNc2ccccc2)c1 | 1%
CCOCCCNC(=O)c1cc2c(=O)n(C)c3ccccc3c2n1C | 2%
O=C(CSc1nc2ccccc2nc1Cc1ccccc1)Nc1ccccc1C(F)(F)F | 0%

# A different layout for part of the listing above:
CCOc1ccc(S(=O)(=O)NCCc2csc(-c3ccc(Cl)cc3)n2)cc1
- aSyn yeast rescue: ?
O=C(c1ccccc1)c1c[nH]c(C(=O)NNc2ccccc2)c1
- aSyn yeast rescue: 1%

# Additional records.
molecule | aSyn yeast rescue
COc1cc2nc3n(c(=O)c2cc1OC)-c1ncccc1C(=O)NC3Cc1ccccc1 (configuration not stated) | -1%
COc1ccc(CNC(=O)C2=CC(c3ccc(OC)cc3)=NS(=O)(=O)N2C)cc1 | -5%
CCOC(=O)c1ccc(NC(=O)CSc2ccc3ccccc3n2)cc1 | -11%
CCOC(=O)c1cc(NC(=O)Nc2ccccc2Cl)c(C)nc1C | -8%
CCCN(C(=O)CSCc1ccc(C)cc1)c1c(N)n(Cc2ccccc2)c(=O)[nH]c1=O | 1%
Cc1cc(C)c(C(=O)Nc2ccc3c(c2)OCCO3)c(C)c1 | 12%
COc1ccc(Nc2nc(-c3ccc(OC)cc3)c(CCC(=O)O)s2)cc1 | 0%
CC1(C)CC(=O)C(Sc2ccccc2C(=O)O)=C(O)C1 | -6%

# (continued)
molecule | aSyn yeast rescue
CC(C)CCNC(=O)c1ccc2nc(CCc3ccccc3)oc2c1 | 4%
CC(=O)Nc1sc(N/N=C\c2cccc(Cl)c2)nc1-c1cccs1 | -5%
Cc1cc(C)nc(SCc2cc(=O)c(OC(=O)c3ccco3)co2)n1 | -22%
COc1ccc(C(=O)C2CCCN(C(=O)c3ccoc3C)C2)cc1F (configuration not stated) | 2%
O=C(Nc1ccc(Br)cc1)c1cc(S(=O)(=O)N2CCc3ccccc32)ccc1F | -9%
CN(C)S(=O)(=O)c1ccc(N2CCCC2)c(C(=O)Nc2ccc(F)cc2F)c1 | 7%
CC1=C(C(N)=O)C(c2ccc(F)cc2)n2nc(-c3ccc(N(C)C)cc3)nc2N1 (configuration not stated) | -6%
O=C(Nc1cc(F)c(Br)cc1F)c1ccc(Cl)cc1 | -5%

# More structures:
molecule | aSyn yeast rescue
Cc1cc2c3ccccc3[nH]c(=O)n2n1 | -10%
CC(=O)N1CCOc2cc(S(=O)(=O)Nc3cccc(C(F)(F)F)c3)c(Cl)cc21 | 4%
COc1cc2c(c(OC)c1OC)CCc1cnoc1-2 | 0%
CCCCCc1ccc(C(=O)CCC(=O)OCC(=O)N(CC)c2c(N)n(Cc3ccccc3)c(=O)[nH]c2=O)cc1 | 13%
COc1ccc(CN2CCC[C@]3(N[C@H](c4ccc(C(F)(F)F)cc4)[C@@H]4C(=O)N(C)C(=O)[C@@H]43)C2=O)cc1 | -6%
O=C(NN=C1CCCC1)c1n[nH]c2c1CCC2 | 3%
Cc1nccn1-c1ccc(C(F)(F)F)cc1[N+](=O)[O-] | -4%
Cc1cc(C)cc(OCc2cc(=O)n3c(-c4ccccc4)csc3n2)c1 | 1%

# Continuation.
molecule | aSyn yeast rescue
c1ccc(-c2ccc3ccccc3n2)cc1 | -2%
O=C(Nc1nnc(S(=O)(=O)N2CCCc3ccccc32)s1)c1ccccc1Br | 2%
Cc1c(C(=O)O)sc(S(=O)(=O)N2CCN(C(=O)Cc3ccccc3)CC2)c1C(=O)O | 0%
Cc1nc2sc3c(c2c(=O)[nH]1)CCCCC3 | -23%
Cc1cc(C)cc(-n2ccn(Cc3ccc(F)cc3)c(=O)c2=O)c1 | 7%
N#Cc1cc2cc3c(cc2nc1Cl)OCCO3 | 2%

# High-throughput results: PubChem BioAssay, National Center for Advancing Translational Sciences (NCATS)

# Some of the compounds tested; count on the stated rates, not on these rows.
